Sm TGR block: blocks Schistosoma mansoni thioredoxin glutathione reductase; purified TGR, DTNB reduction, TNB absorbance 405 nm; Potency, µM (titrated, usually from 114 µM), inactives show top-dose activity change, negative = inhibition, usual class: inhibitors; 360,000 compounds, 3% hits; AID 485364; further: nearly all actives have a fitted effect of over 60% in size
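First, TGR (20 nM dispensed) and NADPH were mixed with compound. Second, a 15 min room-temperature incubation followed. Third, further NADPH and then DTNB were added to start the reaction. Finally, TNB absorbance was monitored kinetically.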
Pf growth 48h: inhibits P. falciparum growth in the first generation, 48 h | P. falciparum luciferase growth in erythrocytes, 48 h | 310,000 compounds, 5.9% hits | AID 504832 | Potency, µM (doses to about 28.7 µM), without a hit: at the top dose activity change, negative = inhibition, most hits filed as inhibitors
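Luciferase-expressing parasites in RBCs, 2% Hct / 0.1% parasitemia final; RPMI 1640 + 0.5% Albumax; 37 C, 5% CO2, one generation; luminescence read-out, lower signal = inhibition.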
Tb PYK inh: T. brucei pyruvate kinase inhibition; 410,000 compounds, 0.12% hits; AID 624173; Potency, µM (highest dose often 76.8 µM), for inactives: top-dose activity, negative = inhibition, usual class: inhibitors; Q57TT1; TbPYK enzyme, Kinase-Glo Plus ATP luminescence, 45 min; further: nearly all actives have a fitted effect of over 50% in size
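Quantitative HTS: titrated library compounds versus trypanosomal pyruvate kinase in TEA buffer (pH 7.2) containing KCl, MgCl2, BSA and Tween-20. Reactions were initiated with ADP, 130 uM final. Kinase-Glo Plus luminescence was read after 45 min at RT.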
LmPK inh: inhibitors of Leishmania mexicana pyruvate kinase. purified LmPK, Kinase-Glo ATP luminescence, 1 h. 290,000 compounds, 0.37% hits. Q27686. Potency, µM (highest dose often 57.5 µM), for the others: at the top dose activity change, negative = inhibition, most hits filed as inhibitors
Target sequence (Q27686 whole entry, looked up): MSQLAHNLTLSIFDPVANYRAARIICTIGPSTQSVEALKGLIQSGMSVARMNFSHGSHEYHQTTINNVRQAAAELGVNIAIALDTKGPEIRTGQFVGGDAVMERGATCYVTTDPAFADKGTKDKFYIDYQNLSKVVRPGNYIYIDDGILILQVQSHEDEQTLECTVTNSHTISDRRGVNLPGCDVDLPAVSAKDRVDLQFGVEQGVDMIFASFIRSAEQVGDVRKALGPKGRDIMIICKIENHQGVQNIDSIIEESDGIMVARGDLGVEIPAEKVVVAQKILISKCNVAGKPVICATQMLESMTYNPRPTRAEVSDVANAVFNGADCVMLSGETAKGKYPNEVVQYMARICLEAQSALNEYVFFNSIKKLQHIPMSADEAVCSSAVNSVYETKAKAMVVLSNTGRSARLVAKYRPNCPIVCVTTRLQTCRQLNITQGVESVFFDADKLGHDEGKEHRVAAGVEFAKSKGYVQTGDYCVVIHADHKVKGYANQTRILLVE
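Purified LmPK (0.1 nM) with 0.5 mM PEP and 0.1 mM ADP in imidazole buffer pH 7.2 with MgCl2/KCl, 1 h at room temperature. ATP formed was read by luciferase luminescence and normalized to no-enzyme and uninhibited controls.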
Pf growth 96h: P. falciparum growth inhibition at 96 hours. P. falciparum luciferase reporter growth, 96 h. Potency, µM (highest dose often 28.7 µM), for inactives: at the highest dose activity change, negative = inhibition, actives largely listed as inhibitors. 320,000 compounds, 6.9% hits. AID 504834
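Parasite growth measured via integrated firefly luciferase reporter in P. falciparum. Infected erythrocytes at 2% hematocrit, 0.05% parasitemia final were treated 96 hours at 37 C under 5% CO2, and luminescence was read.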
HCV inhibitor: blocks hepatitis C virus; 340,000 compounds, 3.4% hits; Huh7.5.1 HCVcc-Cre infection, luciferase reporter, 44 h; Potency, µM (doses to about 41.8 µM), without a hit: top-dose activity change, negative = inhibition, hits mostly inhibitors
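Seed cells (1,000/well) for 4 h; treat with compound and infect with HCVcc-Cre, moi about 0.5. Incubate 44 h, then detect luciferase activity.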
* marks the source's active call; other numbers are inactive results; i = inactive; ? = inconclusive; . = no result given; & = joins results of further samples; [ ] = remark or other dose. The call rests on the fitted dose curve; in most records, active means well fitted curve in the direction sought with a large enough effect; inconclusive means small, poorly fitted or top-dose-only effect, or another doubt; inactive means no such curve, though single readings can be large; an effect the other way counts as inactive or inconclusive. On the % scale 0 is the no-effect control and ±100 the full control effect; potency means the concentration at half of the fitted maximal effect. This is a random part of the collection; overall some 16% were active at least once.

SMILES | Pf growth 48h | LmPK inh | Tb PYK inh | Pf growth 96h | Sm TGR block | HCV inhibitor
Cc1ccc(OCCn2cnc3c2c(=O)n(C)c(=O)n3C)cc1 | -5% | 2% | 1% | -11% | 4% | 3.5µM*
CCOC(=O)CN1C(=O)C(C)(C)Oc2ccc(C(=O)Nc3ccccc3OC)cc21 | ? | -2% | -9% | -22% | -16% | -22%
CC(C)C(=O)Nc1nc(-c2ccccc2)ns1 | 445%[activator] | -2% | -7% | . | -1% | ?
CCO/C(=C/c1sc2ccc(OC)cc2[n+]1CCCS(=O)(=O)[O-])CC | . | -3% | . | -5% | -7% | 11%
CC(C(=O)NC1CC1)c1ncc(C(F)(F)F)cc1Cl (stereo unspecified) | 13% | -1% | 1% | 12% | 9% | 8%
O=C(O)CN1C(=O)/C(=C\c2cc(Br)ccc2OCc2ccc([N+](=O)[O-])cc2)SC1=S | -3% | 1% | -19% | ? | ? | 13%
C=CCn1c(SCC(=O)Nc2nnc(CC)s2)nnc1-c1cccnc1 | 7% | -1% | -9% | . | 9% | 8%
Cc1ccccc1NC1(C#N)CCCCC1 | ? | 1% | 2% | ? | ? | 6%
NC(=O)c1c(NC(=O)CCCC(=O)O)sc2c1CCCCCC2 | 31% | 3% | -2% | 5% | 6% | 3%
O=C(CSc1ncnc2sc3c(c12)CCC3)N1CCOCC1 | -3% | -2% | 0% | ? | 0% | ?
CN1CCN(CCC(=O)Nc2cccc(F)c2)CC1 | 34%[activator] | -2% | -16% | ? | 2% | -5%
C=CCN(c1ccccc1Cl)S(=O)(=O)c1cc(C(=O)N2CCCC2)ccc1Cl | ? | 0% | 0% | 0% | -17% | -21%
CC(C)N(C(=O)CSc1nnc(NC2CC2)s1)c1ccccc1 | ? | . | 1% | ? | -11% | 11%
COc1ccccc1NC(=O)c1cc(Br)ccc1Cl | -10% | 1% | 0% | 1% | 1% | 1%
CC(=O)OC(COc1cccc(C)c1)Cn1cnc2ccccc21 (stereo unspecified) | ? | -1% | 3% | -3% | 16% | -28%
COc1cccc(CNC(=O)C2CCN(S(=O)(=O)N3CCC4(CC3)OCCO4)CC2)c1 | -4% | -4% | 2% | -12% | 0% | 31%[activator]
Cc1ccccc1OCCCC(=O)Nc1nncs1 | 5% | 2% | -5% | 58%[activator] | 9% | 4%
COc1cccc(C(=O)N2CCC(CCC(=O)Nc3cccc(C)c3)CC2)c1 | ? | 4% | 1% | 1% | -3% | .
O=C(Nc1ccc(S(=O)(=O)NCc2cccnc2)cc1)c1ccccc1Cl | 1% | 0% | -10% | 117%[activator] | -1% | 8.9µM*
CC(C)C[C@H](NC(=O)OC(C)(C)C)c1nnc(SCC(=O)Nc2ccc(Br)cc2)o1 | ? | 2% | 5% | ? | -10% | 23%
COc1ccc(OC)c(NC(=O)C2CCCCC2)c1 | 2% | -2% | -1% | 19% | -9% | ?
CCc1ccccc1NC(=O)CN(C)C(=O)COc1ccc(C)nc1[N+](=O)[O-] | 4% | 1% | 3% | 14% | -3% | 11%
CCN(CC)CCOc1nc(C)nc2c1oc1ccccc12 | 18% | 3% | -18% | 14%[5.75 µM] | 17% | 0%
Cn1nnnc1SCC(=O)NCc1cccs1 | -3% | 6% | -10% | -23% | -2% | 13%

Six consecutive records out of the list so far, quoted:
SMILES | Pf growth 48h | LmPK inh | Tb PYK inh | Pf growth 96h | Sm TGR block | HCV inhibitor
CC(C)N(C(=O)CSc1nnc(NC2CC2)s1)c1ccccc1 | ? | . | 1% | ? | -11% | 11%
COc1ccccc1NC(=O)c1cc(Br)ccc1Cl | -10% | 1% | 0% | 1% | 1% | 1%
CC(=O)OC(COc1cccc(C)c1)Cn1cnc2ccccc21 (stereo unspecified) | ? | -1% | 3% | -3% | 16% | -28%
COc1cccc(CNC(=O)C2CCN(S(=O)(=O)N3CCC4(CC3)OCCO4)CC2)c1 | -4% | -4% | 2% | -12% | 0% | 31%[activator]
Cc1ccccc1OCCCC(=O)Nc1nncs1 | 5% | 2% | -5% | 58%[activator] | 9% | 4%
COc1cccc(C(=O)N2CCC(CCC(=O)Nc3cccc(C)c3)CC2)c1 | ? | 4% | 1% | 1% | -3% | .

Carrying on:
SMILES | Pf growth 48h | LmPK inh | Tb PYK inh | Pf growth 96h | Sm TGR block | HCV inhibitor
CN1CCC/C1=C/C=C1\SC(=S)NC1=O | 35%[activator] | -6% | -15% | ? | -8% | 3%
O=C(Cn1ncc(Cl)c(Cl)c1=O)NC1CCS(=O)(=O)C1 (stereo unspecified) | -14% | -1% | 2% | -6% | 6.3µM* | -26%
O=C(CN1CCN(C/C=C/c2ccccc2)CC1)NC(=O)NC1CCCCC1 | -18% | -3% | -3% | 0% | -8% | ?
CCN(C(=O)c1cccc(S(=O)(=O)N(C)C)c1)C12CC3CC(CC(C3)C1)C2 | ? | 8% | -2% | ? | -8% | -6%
O=C(COc1ccc(Cl)cc1Cl)N(c1ccccn1)C1CCCCC1 | ? | 2% | 1% | 121%[activator] | 0% | -1%
O=C(NNC(=O)c1ccccc1-n1cccc1)c1ccc(Cl)cc1Cl | 4% | 1% | -4% | 105%[activator] | 5% | ?
Cc1ccc(Cl)cc1N1CCN(C(=O)c2ccc3nc[nH]c3c2)CC1 | 0% | 1% | 2% | -19% | -2% | -2%
O=C(Nc1ccccc1Br)C(=O)N1CCCC1 | 23% | -8% | 9% | 49%[activator] | 4% | -9%
CC(NC(=O)c1ccccc1Cl)C1COc2ccccc2O1 (stereo unspecified) | 98%[activator] | 2% | -2% | 0% | 1% | 3%
Cc1ccc(C(=O)Nc2ncc([N+](=O)[O-])s2)cc1 | -26% | ? | -18% | 360%[activator] | -26% | ?
Cn1c(=O)c2c(nc(OCC3COC(C)(C)O3)n2Cc2ccccc2F)n(C)c1=O (stereo unspecified) | -2% | -1% | 2% | ? | 5% | -4%
CCN1CCC(=NNC(=O)c2ccc(C)c([N+](=O)[O-])c2)CC1 | . | 0% | -2% | 41%[activator] | -29% | -14%
COC(=O)c1ccc(S(=O)(=O)N2CCc3ccccc32)cc1 | 2% | 7% | 1% | 9.3µM* | 10% | -15%
O=C(CSc1nnc(-c2ccc(Br)cc2)o1)N1CCN(C(=O)c2ccco2)CC1 | ? | 5% | -3% | ? | 1% | ?
COc1cccc(OC)c1CN(C)C(=O)c1cnccc1C(F)(F)F | -14% | 2% | 4% | 1% | 0% | 5%
O=C(NNC(=O)c1sccc1-n1cccc1)Nc1ccccc1 | -9% | 6% | 6% | 48%[activator] | 6% | 12%
CCOC(=O)C(=CNNc1c(C)csc1C(=O)OC)C(=O)OCC | -26% | 0% | -8% | 0% | 56µM* | -18%
O=C(NNC(=O)c1ccco1)c1ccccc1 | 49%[activator] | 1% | -3% | 13% | ? | 14%
CCc1cc2c(=O)n(CCCOC)c(SCC(=O)Nc3oc(C)c4c(C)n[nH]c(=O)c34)nc2s1 | ? | . | 0% | ? | -19% | -14%
Cc1ccc(C2CC(=O)N(c3ccc(F)cc3)C3=C2C(=O)CCC3)cc1 (stereo unspecified) | ? | 0% | -1% | 4% | -5% | 10%
O=S(=O)(NCC(c1ccc2c(c1)OCO2)N1CCOCC1)c1ccc(F)cc1 (stereo unspecified) | 13% | . | 3% | 35%[activator] | 32% | 11%
Cc1nn(C)cc1C(C)NC(=O)c1cc(COc2c(F)cccc2F)on1 (stereo unspecified) | 31%[activator] | -2% | 6% | i | 2% | -2%
CCn1cnc2cc(NCc3cccs3)ccc21 | 124%[activator] | 0% | -4% | 7% | 1% | 1%
Cc1csc(NC(=O)CS(=O)(=O)Cc2ccccc2)n1 | 2% | -1% | -3% | 162%[activator] | . | 8%
NC1=NC(=O)/C(=C/c2ccc(OCC(=O)O)cc2)S1 | 17% | -12% | -3% | -15% | 12% | 12%
CCn1nc(C)c(NC(=O)CC23CC4CC(CC(C4)C2)C3)c1C | -14% | 0% | 14% | 8.3µM* | 15% | 3%
Cc1cc(NC(=O)CSCC(=O)Nc2nc3ccc(F)cc3s2)no1 | 37%[activator] | . | 2% | -29% | -7% | -8%
O=C(O)c1cc(NS(=O)(=O)c2ccc(N3CCCCC3)c([N+](=O)[O-])c2)cc(C(=O)O)c1 | 24% | 3% | -11% | -25% | -1% | 8%
NS(=O)(=O)c1ccc(CCNC(=O)C(=O)C2C(=O)Nc3ccccc32)cc1 (stereo unspecified) | -7% | 3% | 3% | 0% | -20% | 21%
Cc1ccc(/C=N/NC(=O)c2ccc3c(c2)OCCO3)s1 | 203%[activator] | -26% | -1% | 56%[activator] | 2% | -17%
CC1CCN(C(=O)C2CC(c3ccc(F)cc3)=NO2)CC1 (stereo unspecified) | 71%[activator] | 1% | -7% | . | 0% | -26%
O=C(NCc1ccccn1)c1cc(-c2ccccc2)nc2ccccc12 | ? | -3% | -4% | 6% | 1% | -12%
Cc1ccc(C(=O)N[C@H](C(=O)OCc2nnc(-c3ccccc3)o2)C(C)C)cc1 | -29% | 3% | -4% | -17% | -3% | 8%
COc1ccc(N/C=C/C(=O)c2ccc3c(c2)OCO3)cc1OC | 61%[activator] | -7% | -1% | ? | -29% | 15%
COc1cc([N+](=O)[O-])ccc1NC(=O)CN(C)C | -10% | 7% | -4% | 34%[activator] | -6% | ?
Fc1ccccc1OCCCCSc1ncccn1 | 33%[activator] | -5% | 0% | 141%[activator] | -15% | 8%
COc1cccc(CN2CCN(C3CCN(c4ccccc4F)CC3)CC2CCO)c1 (stereo unspecified) | -24% | 7% | -7% | ? | 22µM* | -12%
CCOC(=O)N1CCC(N(CCN(C)C)C(=S)Nc2ccc(Oc3ccccc3)cc2)CC1 | -10% | 0% | -29% | -84% | 1% | 11µM*
Cc1ccc2nsnc2c1S(=O)(=O)NCc1cccnc1 | 0% | -1% | -1% | -4% | 2% | -10%
CCC(=O)N1c2ccc(S(=O)(=O)N(CCO)Cc3ccccc3)cc2CC1C (stereo unspecified) | 0% | 0% | -1% | ? | -10% | -17%
CCCCN(C(=O)Cn1nnc2ccccc21)C(C(=O)NCCOC)c1ccc(OC)cc1OC (stereo unspecified) | -9% | -1% | 3% | 25% | -24% | 9%&15%
NC(=O)c1cc(S(=O)(=O)Nc2ccccc2)cs1 | 7% | 3% | -7% | 27% | -1% | 15%
O=C(CSc1ncccc1C(=O)O)NC12CC3CC(CC(C3)C1)C2 | -25% | 2% | 4% | -5% | 2% | 4%
COc1ccc(N2CCN(S(=O)(=O)c3c(C(=O)N4CCOCC4)c(C)n(C)c3C)CC2)cc1 | 13% | -1% | 8% | 13% | 1% | 18%
O=C(O[C@H]1[C@H](Cc2ccccc2)NS(=O)(=O)[C@H]2C[C@@H]3C=C[C@]12O3)c1ccc([N+](=O)[O-])cc1 | ? | . | -1% | -24% | -7% | 8%
CC1CCN(S(=O)(=O)c2ccc(NC(=O)Cc3cccs3)cc2)CC1 | . | 1% | -11% | -32% | -22% | 10%
COc1ccc(COCC(O)CN2CCC(C(N)=O)CC2)cc1OC (stereo unspecified) | 5% | 6% | -5% | 8% | 3% | 10%
Cc1ccccc1S(=O)(=O)Nc1ncnc2ccccc12 | 6% | -5% | -16% | -6% | 4% | -12%
Cc1cc(C)cc(NC(=S)N2CC(C)OC(C)C2)c1 (stereo unspecified) | -7% | -3% | -4% | 2.1µM* | 2% | 8%
C[C@H](O)C(=O)C1=Nc2c(nc(N)[nH]c2=O)NC1 | 6% | . | 6% | 3% | 2% | 5%
Cc1cc2oc(=O)c3c(c2cc1OC(=O)c1ccco1)CCCC3 | 23% | 4% | 4% | 42%[activator] | -27% | 6%
O=C(Nc1nccs1)c1ccc(N2C(=O)C3CCCCC3C2=O)cc1 (stereo unspecified) | 26% | -6% | -2% | ? | . | -8%
c1ccc2sc(SNC3CCCCC3)nc2c1 | 0% | . | -21% | -23% | . | .
